CCR6 antagonist: blocks CCL20-driven beta-arrestin recruitment at human CCR6. P51684. CHO-K1 CCR6 PathHunter beta-arrestin, luminescence, CCL20-stimulated. inhibition, % at 20 µM. hit rate 0.49% among 340,000;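 active means compounds whose inhibition of the agonist-driven luminescence signal at 20 µM reaches about 50%, limit read from the data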;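 further: cells stimulated with CCL20 at 14 nM final; plate controls were DMSO with CCL20 for no effect and DMSO without agonist for full effect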
tim23-1 inh: inhibits growth of tim23-1 mutant yeast; S. cerevisiae tim23-1 growth, BacTiter-Glo luminescence, 24 h; inhibition, % at 20 µM; hit rate 1.3% among 330,000; AID 463212;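 active means growth inhibition of the mutant yeast at or above 50%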;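 further: temperature-sensitive mutant grown at 25 °C; plate controls were DMSO-treated mutant yeast for no effect and medium wells lacking yeast for full effect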
CXCR6 inh: blocks human CXCR6 beta-arrestin recruitment; inhibition, % at 20 µM; hit rate 0.36% among 360,000; CHO-K1 PathHunter CXCR6 beta-arrestin, luminescence; AID 602244; in the data active means inhibition above about 34%, passing the limit was not always enough;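 further: antagonist mode with CXCL16 agonist at 10 nM final; 0% = 10 nM CXCL16 with DMSO and 100% = unstimulated wells without agonist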
EBI2 block: EBI2 (human) antagonism; hit rate 0.81% among 360,000; P32249; inhibition, % at 5 µM; EBI2 beta-arrestin recruitment, luminescence, 7a,25-OHC stimulated; AID 651636; in the data active means inhibition above about 38%;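 further: enzyme fragment complementation signal reports receptor beta-arrestin coupling in cells; 0% = agonist plus DMSO wells and 100% = wells without agonist; some results beyond the cut were filed as inactive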
UPR XBP1 act: activators of adaptive arm of unfolded protein response (XBP1). CHO-XBP1 luciferase reporter, IRE1-XBP1 UPR activation, luminescence; percent of tunicamycin response, DMSO as zero. activation, % at 20 µM. AID 463104. hit rate 0.33% among 330,000;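 active means versus positive control, 20 µM dose yields 30% or more activation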;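 further: 100% = tunicamycin at 10 µg/mL and 0% = DMSO only wells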
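Assay system: IRE1-XBP1 luciferase reporter CHO line. Input: 1000 cells/well. Buffer or medium: F12 with 10% serum. Doses: 20 µM, 1% DMSO. Times: overnight seeding at 37 °C, 6 h compound treatment at 37 °C. Technique: Steady-Glo luciferase glow luminescence, 10 min after reagent addition.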
CHOP UPR activ: apoptotic UPR (CHOP) activation; hit rate 0.34% among 330,000; CHO-CHOP luciferase reporter, luminescence; percent of tunicamycin response over DMSO baseline; activation, % at 10 µM;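 active means at 10 µM dose, activation of 40% or more, normalized to positive control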;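 further: 100% = tunicamycin at 10 µg/mL and 0% = DMSO alone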
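Material: CHO-CHOP cells, stable luciferase reporter of PERK-eIF2a-CHOP signalling; quantity: 500 reporter cells seeded per well; buffer or medium: F12 medium containing 10% fetal bovine serum; compound: one dose, 10 µM in 0.5% DMSO; incubation: 6 h compound treatment, 37 °C; measured by: Steady-Glo luciferase luminescence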
APJ agonist: activates the human apelin receptor APJ. AID 2520. hit rate 0.11% among 330,000. P35414. CHO-K1 APJ PathHunter beta-arrestin, luminescence; 0% DMSO wells, 100% apelin. activation, % at 20 µM;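 active means activation more than six SD over the plate average, tested at 20 µM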;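 further: 0% = DMSO alone and 100% = apelin-13 at 10 nM; some results filed as inactive read as strong as hits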
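Test system: CHO-K1 APJ beta-arrestin complementation cell line | Compound: Single test compound dose, 20 µM final, 1% DMSO | Incubation: Compound 90 min 25 °C, reagent 1 h | Measured by: beta-gal luminescence | Read-out basis: APJ–arrestin association signal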
APJ antag: APJ receptor antagonism | P35414 | CHO-K1 APJ beta-arrestin complementation, luminescence | inhibition, % at 20 µM | hit rate 0.32% among 330,000 | AID 2521;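 active means inhibition above about 40% at 20 µM, limit read from the data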;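 further: cells challenged with 10 nM apelin-13 agonist together with compound; plate controls were apelin-13 plus DMSO wells for no effect and DMSO wells lacking apelin-13 for full effect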
Mdm2-MdmX inh: inhibitors of human Mdm2/MdmX interaction. SaOS-2 split-luciferase Mdm2/MdmX complementation, luminescence. hit rate 3% among 330,000. inhibition, % at 8 µM. AID 485346;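 active means inhibition of at least 50% at 8 µM in the primary screen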
Target sequence (O15151 whole entry, looked up): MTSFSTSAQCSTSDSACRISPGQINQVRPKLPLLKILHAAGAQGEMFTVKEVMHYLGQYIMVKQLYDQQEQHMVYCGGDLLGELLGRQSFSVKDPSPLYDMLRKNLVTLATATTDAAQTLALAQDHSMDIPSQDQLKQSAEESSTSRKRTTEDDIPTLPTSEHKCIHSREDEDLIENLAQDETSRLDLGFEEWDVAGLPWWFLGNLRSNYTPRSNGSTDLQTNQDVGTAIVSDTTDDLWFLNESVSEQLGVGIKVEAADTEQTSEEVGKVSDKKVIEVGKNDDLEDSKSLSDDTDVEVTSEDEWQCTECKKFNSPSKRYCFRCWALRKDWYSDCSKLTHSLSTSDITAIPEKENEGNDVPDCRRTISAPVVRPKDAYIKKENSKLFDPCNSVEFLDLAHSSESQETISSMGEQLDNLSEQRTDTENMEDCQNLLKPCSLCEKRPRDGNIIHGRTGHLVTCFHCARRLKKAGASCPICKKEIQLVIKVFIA
Target sequence (Q00987 whole entry, looked up): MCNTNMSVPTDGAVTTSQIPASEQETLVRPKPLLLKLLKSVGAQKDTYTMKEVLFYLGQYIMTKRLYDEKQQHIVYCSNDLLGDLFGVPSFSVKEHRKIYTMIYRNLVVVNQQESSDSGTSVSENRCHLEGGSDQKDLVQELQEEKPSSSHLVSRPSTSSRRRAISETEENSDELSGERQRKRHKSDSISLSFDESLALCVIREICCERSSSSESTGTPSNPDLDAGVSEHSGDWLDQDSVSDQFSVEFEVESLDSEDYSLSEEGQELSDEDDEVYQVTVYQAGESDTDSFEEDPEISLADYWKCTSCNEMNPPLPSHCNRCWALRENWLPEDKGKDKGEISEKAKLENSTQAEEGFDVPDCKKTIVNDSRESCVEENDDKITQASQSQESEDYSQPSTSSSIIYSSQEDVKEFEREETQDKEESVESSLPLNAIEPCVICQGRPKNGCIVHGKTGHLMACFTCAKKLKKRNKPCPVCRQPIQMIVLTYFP
Active calls of the source: *; · = not tested or not shown.

SMILES	CCR6 antagonist	tim23-1 inh	CXCR6 inh	EBI2 block	UPR XBP1 act	CHOP UPR activ	APJ agonist	APJ antag	Mdm2-MdmX inh
O=C(NCc1ccccc1Cl)c1cccc(C(F)(F)F)c1	13	35	-4	-10	-3	2.5	-1	-1	13
Cc1ccc(NC(=O)CCC(=O)NNC(=O)c2cccc([N+](=O)[O-])c2)cc1C	2	7	4	-17	1	5.7	-3	-28	-33
C=CCn1c(SCC(=O)N2CCCCC2)nc(O)cc1=O	3	-5	10	-34	0	0.5	-3	1	9
COc1ccc(NS(=O)(=O)c2ccc(NC(=S)NC(=O)c3ccc(Br)cc3)cc2)nn1	18	11	25	-7	1	3.2	3	8	-12
COC(=O)C1C(c2ccc(OC)c(OC)c2)NC(c2ccc(OC)c(OC)c2)C(C(=O)OC)S1(=O)=O (stereo not given)	-3	13	-3	-28	0	0.0	-3	-3	-13
c1cn2cc(CSC3CCCCC3)nc2s1	17	18	4	3	-2	2.3	-2	17	-63
CCCn1c(SCC(=O)NC)nc2sc3c(c2c1=O)CCC3	13	11	4	6	6	-1.3	0	-6	20
CN(C)c1ccc(/C=C/c2nc3ccccc3c(=O)n2-c2ccc(C(=O)O)cc2)cc1	15	9	-1	6	0	1.2	-1	26	-22
COc1cc(S(=O)(=O)Nc2cccnc2)ccc1Cl	-12	-4	-5	-7	-6	0.9	0	-18	21
COc1ccc(N2CCN(C(=O)CN3C(=O)c4ccccc4S3(=O)=O)CC2)cc1	-4	16	-14	4	1	1.8	-2	6	-9
CCN(CC)S(=O)(=O)c1ccc(N2CCOCC2)c(NC(=O)c2cccc3ccccc23)c1	-9	5	-1	-6	-3	2.0	-1	-5	17
COc1ccc(NC(=O)Cn2nnc(C(=O)Nc3ccc(F)c(Cl)c3)c2N)cc1OC	10	4	-4	-2	-3	1.7	2	12	66*
CCOC(=O)c1cc(-c2ccc(Cl)s2)[nH]n1	-4	27	-12	-19	3	4.0	2	18	-2
COc1ccc(C(C(=O)Nc2ccc(F)cc2)N(C(=O)Cn2nnc3ccccc32)C2CC2)cc1 (stereo not given)	5	-12	-5	1	-3	-0.6	-4	4	13
CCN1CCC2(CCN(C(=O)c3cc(COc4cc(C)ccc4C)on3)C2)C1 (stereo not given)	5	8	7	2	-9	0.9	-1	4	23
CCN1C(=O)C2CCCCN2c2ccc(C(=O)NCCOC)cc21 (stereo not given)	6	6	0	-6	-2	0.8	-2	4	3
O=C(NCc1cccc(F)c1)C1CCC(=O)N(CCCN2CCOCC2)C1 (stereo not given)	7	-10	-1	-11	-3	-0.3	-3	0	-3
O=S(=O)(Nc1ccc2nc(N3CCOCC3)sc2c1)c1ccc(Cl)cc1	-8	36	-2	-4	0	1.1	5	-10	3
Cc1ccc(C)c(N=C2CCCN2Cc2ccccc2)c1C#N	26	27	5	10	-4	-1.1	-8	7	9
COc1ccc2c(c1)c1nnc(SC)nc1n2C	19	43	-9	-6	4	3.3	3	9	1
c1nc(NC2CCCC2)c2[nH]cnc2n1	3	-17	4	-3	-3	-1.3	0	-75	-4
Cc1cc(C)c(C#N)c(N)n1	-1	-10	0	2	1	-0.4	-3	1	28
CC1CCC2(CC1)NC(=O)N(CC(=O)N1CCN(S(=O)(=O)c3ccc4c(c3)CCC4)CC1)C2=O (stereo not given)	7	-2	5	3	-3	0.0	-2	-60	-6
COc1ccccc1/C=C/C=C(\C#N)C(=O)NC(C)c1ccccc1 (stereo not given)	12	39	10	5	3	-0.2	8	6	9
Cc1ccccc1-c1nc(-c2ccc(NC(=O)c3cccs3)cc2)no1	-5	1	-8	10	3	2.0	-1	-10	-43
CCOc1ccc(CNC(=O)c2ccc3c(c2)N(CC)CCS3)cc1	8	2	-2	8	-1	0.2	-4	3	-13
Cc1[nH]c2ccc(C(=O)N3CCCC3)cc2c1C	4	8	4	6	-2	0.4	4	-2	-19
CSc1ccc(S(=O)(=O)Nc2ccc(F)cc2)cc1	-7	-4	-16	-11	-2	-1.4	-4	27	16
CCOC(=O)CCC(=O)NCc1ccc2c(c1)cc(C)n2C	4	-5	9	4	-2	-0.3	1	6	27
COc1ccc(-n2nc(C(=O)NCC(=O)NCCC3=CCCCC3)c3ccccc3c2=O)cc1OC	4	6	-15	-4	-7	1.6	-1	10	19

Brought forward from above: four compounds, then new ones.
SMILES	CCR6 antagonist	tim23-1 inh	CXCR6 inh	EBI2 block	UPR XBP1 act	CHOP UPR activ	APJ agonist	APJ antag	Mdm2-MdmX inh
Cc1[nH]c2ccc(C(=O)N3CCCC3)cc2c1C	4	8	4	6	-2	0.4	4	-2	-19
CSc1ccc(S(=O)(=O)Nc2ccc(F)cc2)cc1	-7	-4	-16	-11	-2	-1.4	-4	27	16
CCOC(=O)CCC(=O)NCc1ccc2c(c1)cc(C)n2C	4	-5	9	4	-2	-0.3	1	6	27
COc1ccc(-n2nc(C(=O)NCC(=O)NCCC3=CCCCC3)c3ccccc3c2=O)cc1OC	4	6	-15	-4	-7	1.6	-1	10	19
Cc1ccc(C(=O)N2c3ccccc3CC2C)o1 (stereo not given)	7	14	5	-5	1	6.7	1	-15	-109
Cc1nc(=O)c(-c2ccccc2)c(C)n1-c1ccccc1O	12	2	7	4	-2	0.2	-2	-3	20
CCN(CC)c1ccc(C(=O)OCC(=O)N(C)Cc2ccccc2)cc1	18	39	-12	4	0	1.7	-3	-16	4
COc1ccc(NC(=O)COC(=O)c2ccncc2)c(OC)c1	12	9	-13	-8	1	0.7	-1	5	-8
O=C(COc1ccccc1F)Nc1ccc2[nH]c(=O)[nH]c2c1	10	7	-4	-12	-1	1.8	3	8	13
CCOC(=O)c1nc2c(=O)n(C)c(=O)n(C)c2n(C)c1=O	0	-11	-3	1	0	-1.4	-5	14	-7
CCOc1ccc(NC(=O)CN(c2ccc(OCC)cc2)S(=O)(=O)c2c(C)[nH]c(=O)[nH]c2=O)cc1	-1	-1	-29	-10	-2	0.1	-3	-14	18
CCN(CC)C(=O)Cn1nc(-c2ccncc2)nc1SCC(=O)Nc1ccc(OC)cc1	-1	3	3	-1	3	0.3	-3	2	-5
COCc1cc(NCc2ccc(Cl)cc2)nc(C)n1	7	18	2	-16	-6	1.6	-3	-2	0
Cc1cccc(NS(=O)(=O)c2cccc(C(=O)Nc3cccc(C(=O)O)c3)c2)c1	9	19	0	13	-1	-0.9	0	6	-8
O=C(CNC(=O)c1cnccn1)Nc1ccc(F)c(F)c1F	-7	1	-3	-1	-2	0.3	3	-3	2
Cc1n(Cc2ccccc2)c2ccccc2[n+]1Cc1ccccc1	9	2	-2	-2	-6	-0.6	1	11	40
CC1Cc2ccccc2N1C(=O)CSc1nnnn1C (stereo not given)	-6	8	1	-18	-2	-1.1	12	0	4
COc1ccc(S(=O)(=O)N2CCCCC2)cc1NC(=O)C1CC(=O)N(Cc2ccccc2)C1 (stereo not given)	3	2	-6	-7	-2	-0.4	-3	15	-16
CCOc1ccccc1C(=O)N(CN1CCCC1=O)c1cccc(Cl)c1	15	21	10	5	2	-0.5	0	6	-9
COc1ccc(CN(C)Cc2ccccc2)c(OC)c1OC	2	-10	2	-17	5	-0.6	-2	0	-10
CS(=O)(=O)N(Cc1ccc(Cl)cc1)c1ccc(C(=O)NCc2ccccn2)cc1	7	22	0	13	-3	0.1	-2	-17	-13
CCOc1ccc(N2CC(C(=O)N3CCCCCC3)CC2=O)cc1 (stereo not given)	17	8	-5	12	-5	-1.1	-2	4	-5
COc1ccccc1/C=N/NC(=O)C(=O)Nc1ccccc1OC(F)(F)C(F)F	10	37	-4	-1	0	-1.3	-1	4	22
Cn1c(SCc2nc3cc(C(=O)O)ccc3c(=O)[nH]2)nnc1C(F)(F)F	-2	7	-2	-7	-1	-0.3	1	-3	-22
CCOC(=O)C1CCN(C(=O)c2c(-c3c(Cl)cccc3Cl)noc2C)CC1	-4	12	0	1	-3	0.4	3	19	1
CCOC(=O)C1(Cc2cccc(F)c2)CCN(Cc2cnn(CC)c2C)CC1	-4	7	-1	-3	0	3.5	-3	7	-10
CCC(C)(C(=O)NC1CCCC1)N(CC1CCCO1)C(=O)CNC(=O)c1ccccc1 (stereo not given)	5	16	1	4	-2	-2.8	1	-1	2
CC(C)(C)NC(=O)CSC(=Nc1ccc(F)cc1)NC#N	4	10	3	4	-3	-0.1	-3	1	-11
O=C1OCCN1C(=O)[C@H]1[C@H](c2ccc(Cl)cc2)C(c2ccc(F)cc2)=NN1c1ccc(Br)cc1	13	42	38*	14	1	2.7	·	·	34
CCOC(=O)NC(=O)c1cn(C(CC)CO)c(=O)[nH]c1=O (stereo not given)	1	10	-3	-7	-4	-2.5	-3	20	7
Fc1ccccc1CSc1ncnc2c1oc1ccccc12	10	14	-10	18	6	1.2	-3	-1	-2
CCOc1ccccc1N=Cc1c(O)n(C)c(=O)n(C)c1=O	8	18	-1	-1	3	1.1	0	13	17
Cn1cnnc1SCCCN1C(=O)c2cccc3cccc(c23)C1=O	-6	7	-1	-7	-1	-0.1	-2	-5	-16
COCCN(C(=S)Nc1ccccc1OC)C1CCN(C(C)=O)CC1	-4	9	-2	-10	-1	0.2	-2	-1	14
CCOc1ccc(C2C(C(=O)NC)=C(C)Nc3nc4ccccc4n32)cc1OC (stereo not given)	10	3	-3	-6	2	0.0	1	-14	-4
COc1ccc(C(=O)NCc2nnc(SCC(=O)NC3CCCCC3)n2C)cc1	-1	2	2	1	0	-1.5	-2	-2	6
NC(=O)Cc1ccc(C(=O)c2ccc(F)cc2)s1	-3	-5	2	-5	1	3.1	-2	13	23
CCSc1nnc(-c2ccccc2SC)o1	-3	22	5	-9	1	0.7	-3	-3	27
CN(C)CCCOc1ccc(Cl)cc1Br	6	-10	2	-2	1	-0.1	-6	0	16
C=CCCCCCCCCC(=O)N1CCN(c2cc3c(cc2F)c(=O)c(C(=O)O)cn3CC)CC1	32	1	34	3	7	2.0	-1	10	7
O=C(N/N=C\c1cccc(Cl)c1)c1ccc(Cn2cccn2)o1	9	8	6	-4	-1	6.2	2	-11	-1
Cc1ccc(C(=O)NCC(=O)OCCCOC(=O)CNC(=O)c2ccc(C)c(C)c2)cc1C	5	12	2	2	-2	0.4	-3	14	-27
Cc1ccc(NC(=O)CSc2nc(=O)n(CCCN3CCOCC3)c3c2CCCC3)cc1F	21	-2	7	-2	-3	-0.5	-3	14	-6
CCOC(=O)Cc1csc(NC(=O)Nc2ccc(OC(F)(F)F)cc2)n1	6	-10	-12	11	2	7.3	5	-4	43
COc1ccc(CSc2nncn2C)cc1F	7	10	-9	-1	-1	-1.8	-1	-8	26

Compound activity as filed in PubChem BioAssay.

This is a subset; rates above refer to the full screens.
